# Screening results as filed in PubChem.
# DT40 TDP1 CPT: qHTS for Inhibitors of human tyrosyl-DNA phosphodiesterase 1 (TDP1): qHTS in cells in presence of CPT; chicken DT40 Tdp1-/-;hTDP1 cells + 20 nM CPT, ATP luminescence, 48 h; hit rate 12% among 420,000; Potency, µM (top dose mostly 46.2 µM), inactives show at the highest dose activity change, negative = growth inhibition, actives largely listed as inhibitors; further: nearly all actives have a fitted effect of over 55% in size
#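 Chicken DT40 Tdp1-/- cells complemented with human TDP1, 400 cells/well, exposed to compounds plus 20 nM camptothecin for at least 48 h at 37 C; viability read as ATP content by CellTiter-Glo luminescence.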
# N370S GC mod: qHTS Assay for Inhibitors and Activators of N370S glucocerebrosidase as a Potential Chaperone Treatment of Gaucher Disease; Lysosomal acid glucosylceramidase (Homo sapiens), P04062; N370S GC spleen homogenate, 4MU-glucoside fluorescence; Potency, µM (titrated, usually from 59.4 µM), inactives show at the highest dose activity change, negative = inhibition, hits mostly inhibitors; hit rate 0.092% among 330,000; AID 2101, 2009;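 further: 0% = full enzyme activity and -100% = no enzyme basal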
# FEN1 inhibitor: qHTS Assay for the Inhibitors of Human Flap endonuclease 1 (FEN1) | P39748 | Recombinant FEN1 flap cleavage, fluorescence, 15 min | AID 588795, 2011 | hit rate 0.35% among 390,000 | Potency, µM (top dose mostly 114 µM), without a hit: at the highest dose activity change, negative = inhibition, most hits filed as inhibitors; further: nearly all actives have a fitted effect of over 65% in size
# Target sequence (P39748 whole entry, looked up): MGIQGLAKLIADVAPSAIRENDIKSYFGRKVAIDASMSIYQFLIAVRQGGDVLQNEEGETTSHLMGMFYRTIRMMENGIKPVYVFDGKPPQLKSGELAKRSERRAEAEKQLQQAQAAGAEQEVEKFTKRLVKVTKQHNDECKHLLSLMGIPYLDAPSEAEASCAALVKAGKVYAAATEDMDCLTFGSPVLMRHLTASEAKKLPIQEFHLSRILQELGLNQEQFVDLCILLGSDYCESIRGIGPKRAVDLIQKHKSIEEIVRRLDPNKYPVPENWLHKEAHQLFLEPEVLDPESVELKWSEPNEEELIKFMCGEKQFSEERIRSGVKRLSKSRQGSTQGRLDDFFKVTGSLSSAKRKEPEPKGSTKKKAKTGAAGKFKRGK
#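 Nuclease activity of 10 nM FEN1 was measured after 15 min of room-temperature exposure to titrated compounds, by adding 50 nM flap substrate and reading plates at 0 and 15 min.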
# * hit, by the source's call; ? = inconclusive; . = no result given; [ ] = remark or other dose. The call rests on the fitted dose curve; in most records, active means well fitted curve in the direction sought with a large enough effect; inconclusive means small, poorly fitted or top-dose-only effect, or another doubt; inactive means no such curve, though single readings can be large; an effect the other way counts as inactive or inconclusive. Unless noted, on the % scale 0 is the no-effect control and ±100 the full control effect; potency means the concentration at half of the fitted maximal effect.
SMILES,DT40 TDP1 CPT,N370S GC mod,FEN1 inhibitor
O=C(Nc1ccccc1C(F)(F)F)C1(S(=O)(=O)c2ccc(Cl)cc2)CC1,10%,.,-13%
CC(=O)N1CCN(Cc2nc3cc(NC(=O)COc4ccccc4)ccc3n2C)CC1,-11%,0%,6%
O=C(CCNC(=O)c1ccccc1Cl)Nc1cccc(C(F)(F)F)c1,-10%,-4%,19%
Cc1cc(C)c(NC(=O)COc2ccc3c(C)cc(=O)oc3c2)c(C)c1,?,.,1%
CCCc1cc(=O)n2[nH]c(-c3ccc(Cl)cc3)cc2n1,-24%,-1%,27%
CCN(CC)C(=O)CNC(=O)Cc1ccc(Cl)cc1,3%,4%,2%
Cn1ncc2c(N3CCCCC3)nc(NCCCO)nc21,-3%,-18%,-3%
Cc1cc(C)cc(N(CC(=O)NC2CCCC2)C(=O)CCC(=O)Nc2nccs2)c1,0%,-12%,-8%
CCc1cccc(C)c1NC(=O)C1CN(S(=O)(=O)c2ccccc2)CCN1S(=O)(=O)c1ccccc1 (stereo not drawn),?,-3%,1%
Cc1ccccc1N/N=C1\CCCNC1=O,-21%,-8%,2%
CCC(=O)c1c[nH]c(C(=O)NCCc2ccccn2)c1,6%,-2%,8%
COc1cc(-c2nnc(COc3ccc4cc(Br)ccc4c3)o2)cc(OC)c1OC,23µM*,2%,-3%
C#CCOCCOCCOCCNc1nc(N2CCN(C(=O)Cn3cc(CCO)nn3)CC2)nc(N2CCN(C(=O)[C@H]([C@@H](C)CC)n3cc(CCCN=C(N)N)nn3)CC2)n1,-1%,.,1%
O=C(O)CCCCCn1c(O)c(C=C2N=c3ccccc3=N2)sc1=S,3%,-4%,-3%
COc1ccc(Br)cc1CNC(=O)C1CCCN(S(=O)(=O)N2CC(C)CC(C)C2)C1 (stereo not drawn),?,-18%,9%
CCOc1cccc2cc(C(=O)NCc3ccc(Cl)cc3)c(=N)oc12,?,-6%,-3%
O=C(NC(=S)NC1CCCCC1)c1ccccc1,-28%,14%,-11%
O=C(Nc1cc(-c2nc3ccccc3o2)ccc1Cl)c1cc([N+](=O)[O-])ccc1N1CCOCC1,-23%,.,1%
Cc1ccccc1OCc1nc2c3cnn(-c4ccccc4F)c3ncn2n1,-21%,.,-7%
O=C1C=C(c2ccc(F)nc2)C[C@@H](c2ccc3c(c2)OCO3)C1,-29%,.,-6%

# Compound profiles, from the list above.
# Cn1ncc2c(N3CCCCC3)nc(NCCCO)nc21 across the screens: DT40 TDP1 CPT = -3%; N370S GC mod = -18%; FEN1 inhibitor = -3%
# CCCc1cc(=O)n2[nH]c(-c3ccc(Cl)cc3)cc2n1 across the screens: DT40 TDP1 CPT = -24%; N370S GC mod = -1%; FEN1 inhibitor = 27%

# The results go on:
SMILES,DT40 TDP1 CPT,N370S GC mod,FEN1 inhibitor
CCCc1c(C(=O)OCC)nnc2c(-c3ccccc3)c(C)nn12,?,.,18%
CCCCC(NC(=O)COc1cc2c(c3oc(=O)cc(C)c13)CCC(C)(C)O2)C(=O)O (stereo not drawn),-11%,?,0%
Cc1ccc(CSc2nc(N)cc(N)n2)cc1,11%,1%,1%
O=C(OCCOCCN=C1NS(=O)(=O)c2ccccc21)c1ccncc1,1%,1%,0%
COc1ccccc1/C=C/C(=O)NCC(=O)N/N=C(/C)c1ccco1,4%,1%,12%
COc1ccccc1C(=O)N(Cc1cccs1)C1CCS(=O)(=O)C1 (stereo not drawn),8%,3%,-5%
COc1cc(/C=C/C(=O)OCC(=O)N2CCN(S(=O)(=O)c3ccc(C)cc3C)CC2)cc(Cl)c1OC,?,-5%,0%
C=CCc1cc(C)cc(C)c1OCCn1cncn1,-15%,-1%,-3%
COc1ccc(CNC(=S)Nc2ccccc2Cl)cc1,-12%,-6%,13%
O=[N+]([O-])c1ccc(-c2cc(-c3ccncc3)nc3ccc4ccccc4c23)cc1,-22%,1%,-6%
COc1ccc([C@@H]2CC=C(C(=O)O)[C@H](c3cccc(Cl)c3)N2S(=O)(=O)c2ccc(Cl)cc2)cc1,?,-10%,-5%
CCc1nnc(NC(=O)CCC(=O)N2CCCC2)s1,0%,14%,-1%
Cc1nc2ccc(NC(=S)N3CCOCC3)cc2nc1C,-10%,4%,3%
COc1ccc(Cn2c(SCC(=O)NCc3ccc(Cl)cc3)nc3ccsc3c2=O)cc1,?,.,17%
O=C(CSc1nc2ccccc2c(=O)n1-c1ccc(Cl)cc1)N/N=C/C=C/c1ccccc1[N+](=O)[O-],1%,2%,1%
CCCN(C(=O)COC(=O)CCOc1ccccc1)c1c(N)n(Cc2ccccc2)c(=O)[nH]c1=O,?,5%,15%
COC(=O)c1ccc2nc(NC(=O)COC(=O)CSc3nc(C)cc(C)n3)sc2c1,-13%,-20%,-1%
O=c1c2[nH]c3ccccc3c2ncn1CCN1CCCCC1,-1%,-3%,-14%
Cc1ccc(C)c(N2CCN(S(=O)(=O)c3ccc4oc(=O)c5ncn(C)c5c4c3)CC2)c1,?,.,-2%
CC(C)N(C(=O)COC(=O)c1cc(Cl)cc(Cl)c1N)C(C)C,5%,?,-12%

# 2 compounds drawn at random from those above, as already listed:
SMILES,DT40 TDP1 CPT,N370S GC mod,FEN1 inhibitor
COC(=O)c1ccc2nc(NC(=O)COC(=O)CSc3nc(C)cc(C)n3)sc2c1,-13%,-20%,-1%
Cc1ccc(CSc2nc(N)cc(N)n2)cc1,11%,1%,1%

# Some of the entries above, reformatted:
# Second line of a record – DT40 TDP1 CPT	N370S GC mod	FEN1 inhibitor
- COc1ccc(CNC(=S)Nc2ccccc2Cl)cc1
    -12%	-6%	13%
- O=[N+]([O-])c1ccc(-c2cc(-c3ccncc3)nc3ccc4ccccc4c23)cc1
    -22%	1%	-6%
- COc1ccccc1/C=C/C(=O)NCC(=O)N/N=C(/C)c1ccco1
    4%	1%	12%
- O=C(CSc1nc2ccccc2c(=O)n1-c1ccc(Cl)cc1)N/N=C/C=C/c1ccccc1[N+](=O)[O-]
    1%	2%	1%

# Other entries
SMILES,DT40 TDP1 CPT,N370S GC mod,FEN1 inhibitor
Cn1c(SCC(=O)NN2C(=O)NC(C)(c3ccccc3)C2=O)nnc1-c1ccncc1 (stereo not drawn),-15%,.,-3%
O=C(NCc1nnnn1-c1ccc(Cl)cc1)c1ccc(Br)o1,2%,-19%,9%
C=CCSc1nc(C)cc(/C=C\c2ccccc2)c1C#N,-23%,7%,2%
CSc1ncccc1C(=O)NC(C)C1CC2CCC1C2 (stereo not drawn),9%,-2%,2%
O=C(CSc1nnc(-c2cccs2)n1C1CC1)NCC1CCCO1 (stereo not drawn),0%,.,-8%
CCc1noc(C)c1C(=O)Nc1ccc(Cl)c(S(=O)(=O)N2CCCCC2)c1,?,-1%,?
CCOC(=O)COc1nc(-c2ccc(Cl)cc2)cc(-c2ccco2)c1C#N,5%,5%,8%
Cc1ccc(NC(=O)CN(C)S(=O)(=O)c2ccc3c(c2)n(C)c(=O)c(=O)n3C)cc1,?,-15%,-14%
COc1ccc(CCN2C(=O)c3ccccc3C2(O)c2ncc[nH]2)cc1OC (stereo not drawn),-24%,0%,-3%
Cc1ccc(N=C2C(=O)Nc3ccccc32)c(C)c1,4%,-2%,4%
COC(=O)c1[nH]c2cccc(OC)c2c1NC(=O)CCN1CCN(c2ccccc2OC)CC1,10µM*,0%,-17%
Cc1ccc(NC(=O)COC(=O)c2ccc([N+](=O)[O-])o2)cc1S(=O)(=O)N1CCCCCC1,11%,4%,?
S=C(N/N=C/c1ccc(Cl)c(Cl)c1)Nc1ccccc1Cl,23µM*,-25%,-1%
Cc1ccn2cc(CCNC(=O)CC3CCCCC3)nc2c1,14%,5%,6%
CCOc1ccc(NC(=O)CN(C)C(=O)Cn2cnc3c2c(=O)n(C)c(=O)n3C)cc1OCC,-11%,-3%,1%
CC(=O)Nc1ccc(NC(=S)Nc2ccc(Br)cc2)cc1,13%,11%,-21%
O=C(COC(=O)c1cc2c(s1)CCC2)Nc1ccc(F)cc1,?,11%,-3%
COc1cccc(Cn2c(=O)c(-c3ccc(Cl)cc3)nc3cnc(N4CCNCC4)nc32)c1,5.8µM*,-17%,.
COc1ccc(NC(=O)CCc2c(C)nc3nc(CNC(=O)OC(C)(C)C)nn3c2C)cc1OC,-2%,.,-3%
O=C(Cn1nc(-c2ccccc2Cl)ccc1=O)Nc1ccc(Br)cc1,20%,-27%,1%
CCOc1ccc(C2NC(=O)c3n[nH]c(C)c32)cc1 (stereo not drawn),-5%,-4%,-11%
COCCn1c(N)c(Sc2ccccc2[N+](=O)[O-])c(=O)[nH]c1=O,-22%,1%,-4%
C=Cc1ccc(CSc2nc(-c3ccc(OC)cc3)nc3c2Cc2c(CO)cnc(C)c2O3)cc1,5.8µM*,.,16%
COc1ccc(NS(=O)(=O)c2ccc(C)c(C(=O)O)c2)cc1,-18%,6%,-5%
O=C(O)c1cccc(Cn2c(Cl)c(/C=N/Nc3ccccc3)sc2=O)c1,?,-10%,-6%
O=C(Nc1ccc(Cl)cc1)C1CCCN1C(=O)NCc1ccccc1 (stereo not drawn),2%,3%,-13%
COc1ccccc1N(C)S(=O)(=O)c1ccc(Cl)c(C(=O)N2CCC(C(N)=O)CC2)c1,-27%,-2%,1%
COc1ccccc1/C=C/C(=O)NCC(=O)N/N=C/c1ccc(C(=O)O)cc1,-16%,4%,-11%
Cc1ccccc1OCCCCN1CCCCC1,-24%,0%,-5%
COc1ccc(C2=NCC(CSc3nccc(=O)[nH]3)S2)cc1 (stereo not drawn),-6%,-1%,8%
CC1=CC(=C(C#N)C#N)C=C(C)N1CCN1CCN(C(=O)Nc2ccc(Cl)c(Cl)c2)CC1,?,-13%,?
O=S(=O)(NCc1ccccc1Cl)c1ccc(-n2cnnn2)cc1,0%,-3%,-5%
CC(C)CNCC(=O)N1c2ccccc2Sc2ccccc21,16µM*,-15%,-11%
COc1cc(C2NC(=O)NC(C)=C2C(=O)Nc2cccc(C)c2C)cc(OC)c1OC (stereo not drawn),-1%,-11%,-1%
Cc1cc(NCCN2CCOCC2)n2nc(C)c(-c3ccccc3)c2n1,-16%,-4%,7%
C#CCOCCOCCOCCNc1nc(N2CCN(C(=O)[C@H](CCCCN)n3cc(CN)nn3)CC2)nc(N2CCN(C(=O)[C@H](CO)n3cc([C@@H](N)C(C)C)nn3)CC2)n1,12%,.,13%
Cc1cc(C(=O)CSc2nc(N)cc(=O)[nH]2)c(C)n1-c1cccc(F)c1,7.3µM*,4%,-1%
O=C(c1ccco1)N1CCN(S(=O)(=O)c2ccc(S(=O)(=O)NC3CCCC3)cc2)CC1,-22%,5%,-3%
CSc1ccc(/C=N/NC(=O)c2sccc2C)cc1,?,1%,-1%
O=C(c1ccc2c(c1)OCO2)C1CCCN(Cc2ccc(OC(F)F)cc2)C1 (stereo not drawn),?,-18%,-15%
CC(C(=O)Nc1ccc2c(c1)OCCO2)n1nnc(-c2ccccc2)n1 (stereo not drawn),-4%,8%,-6%
CCOc1ccc(-n2c(CCC(=O)O)ccc2-c2ccc(Br)cc2)cc1,?,.,2%
c1ccc(CCNc2ncnc3sccc23)nc1,6.5µM*,-2%,2%
Cc1cc(C)cc(NC(=S)Nc2cccc3cnccc23)c1,-4%,-1%,-12%
CCN(CC)S(=O)(=O)c1ccc2c(c1)N(CC(=O)N1CCN(c3cccc(C)c3)C(C)C1)C(=O)CO2 (stereo not drawn),?,.,-2%
Cn1c(/C(C#N)=C(\O)COc2ccc3ccccc3c2)nc2ccccc21,?,20%,-4%
O=C(COc1ccc(Cl)cc1Br)OCC(=O)c1ccc[nH]1,-1%,.,-14%
COc1ccccc1C(=O)Nc1nnc(-c2ccc(F)cc2)o1,7%,26%,-17%
Cc1ccc2cc(C#N)c(SCC(=O)NCc3ccco3)nc2c1,-14%,2%[2.35 µM],2%
CCc1ccccc1N(CC)C(=O)c1c(C)oc2ncn(C)c(=O)c12,?,.,1%
OCCC1CN(Cc2cnc(N3CCOCC3)s2)CCN1C1CCCC1 (stereo not drawn),1%,11%,-6%
CC(C)OC(=O)CSc1nnc(Cc2ccccc2)n1CC1CCCO1 (stereo not drawn),-11%,2%,2%
CS(=O)(=O)c1ccccc1C(=O)Nc1cc2c(cc1C(=O)O)OCCCO2,18%,-8%,-1%
CCOC(=O)Cc1csc(NC(=O)CSc2nncn2C)n1,-4%,-1%,-2%
O=C1c2ccccc2/C(=C\C#Cc2ccccn2)N1c1ccccc1,?,.,-2%
CCOC(=O)c1ccccc1NC(=O)Cn1cnc2c(nnn2-c2ccc(C)cc2)c1=O,-12%,1%,-6%
N#C/C(=C\c1cccs1)C(=O)N1CCOCC1,8%,6%,0%
COc1ccc(/C=C2/SC(=S)N(NS(=O)(=O)c3ccccc3)C2=O)cc1,5%,-14%,5%
CC1C(=O)N2CCCc3cc(S(=O)(=O)NCc4ccc(F)cc4)cc1c32 (stereo not drawn),?,-4%,-7%
Cc1ccc(NC(=O)CCNC(=O)c2ccc([N+](=O)[O-])cc2)cc1S(=O)(=O)N(C)C,-10%,-4%,1%

# Not all compounds are listed; rates above refer to the full screens.
